# Assay outcomes deposited in PubChem BioAssay by several laboratories.
# EphB4 ephrin blk: antagonists of human EphB4-ephrin-B2 interaction. P54760. EphB4 LBD / TNYL-RAW-Alexa532 peptide, fluorescence polarization. inhibition, % at 7 µM. 97,000 tested, 0.15% active. AID 720;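 active = inhibition above the screen-wide mean inhibition plus 3 SD, cut at about 15% in these data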;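 note: 0% = DMSO wells and 100% = excess unlabeled TNYL-RAW peptide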
# CYP2C19 activ: increases human CYP2C19 enzyme activity | 96,000 tested, under 10 active | recombinant CYP2C19, luciferin-H EGE luminescence; hits give high values; 0 = fully inhibited enzyme, 1 = untreated enzyme | P33261 | activation factor at 5 µM | AID 1025;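 active = activation factor of at least 2 at 5 µM in the primary screen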;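 note: 0 = wells with 2.5 mM tranylcypromine and 1 = vehicle-only wells; values of inactives mirror those of a sister screen read the other way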
# Target sequence (P33261 whole entry, looked up): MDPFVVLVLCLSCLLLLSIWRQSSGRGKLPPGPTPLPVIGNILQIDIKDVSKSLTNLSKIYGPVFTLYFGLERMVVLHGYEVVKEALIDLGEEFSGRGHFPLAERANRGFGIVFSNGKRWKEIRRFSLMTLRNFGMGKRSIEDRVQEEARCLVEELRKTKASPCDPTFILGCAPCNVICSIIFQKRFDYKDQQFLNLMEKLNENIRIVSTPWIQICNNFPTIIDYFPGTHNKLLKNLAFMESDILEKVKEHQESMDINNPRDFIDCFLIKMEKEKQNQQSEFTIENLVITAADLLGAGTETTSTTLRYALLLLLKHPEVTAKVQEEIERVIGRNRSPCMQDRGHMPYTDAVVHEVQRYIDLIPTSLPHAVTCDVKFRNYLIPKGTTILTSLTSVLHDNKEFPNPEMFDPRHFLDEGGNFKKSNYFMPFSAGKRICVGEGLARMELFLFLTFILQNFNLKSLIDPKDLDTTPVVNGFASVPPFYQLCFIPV
# CYP2C9 activ: increases human cytochrome P450 2C9 activity; P11712; AID 1024; 96,000 tested, 1.4% active; recombinant CYP2C9, luciferin-H conversion, luminescence; hits give high values; factor 1 = untreated enzyme, 0 = blocked; activation factor at 5 µM;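 active = activation factor of 2 or more for CYP2C9 at a 5 µM dose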;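 note: 0 = sulfaphenazole-blocked wells and 1 = vehicle-only wells; values of inactives mirror those of a sister screen read the other way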
# Target sequence (P11712 whole entry, looked up): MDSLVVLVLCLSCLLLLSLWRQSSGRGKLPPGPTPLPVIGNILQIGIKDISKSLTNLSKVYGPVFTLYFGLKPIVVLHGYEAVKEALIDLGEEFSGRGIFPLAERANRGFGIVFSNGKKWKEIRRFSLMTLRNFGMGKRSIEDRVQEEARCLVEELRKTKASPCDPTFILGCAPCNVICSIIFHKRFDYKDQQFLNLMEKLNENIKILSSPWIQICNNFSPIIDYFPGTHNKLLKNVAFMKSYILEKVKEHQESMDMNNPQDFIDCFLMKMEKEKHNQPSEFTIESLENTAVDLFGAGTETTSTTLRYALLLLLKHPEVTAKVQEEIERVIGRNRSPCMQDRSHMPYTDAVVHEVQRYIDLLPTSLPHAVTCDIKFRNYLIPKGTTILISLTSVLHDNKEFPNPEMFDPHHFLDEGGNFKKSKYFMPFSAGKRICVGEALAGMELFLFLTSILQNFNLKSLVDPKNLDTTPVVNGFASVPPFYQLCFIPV
# PostGolgi yeast: growth inhibition of a yeast mutant, post-Golgi transport screen; 98,000 tested, 0.9% active; inhibition, % at 10 µM; post-Golgi transport phenotypic cell assay; in the data active = inhibition above about 30%;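 note: yeast cells grown in 1536-well plates; yeast grown about 18 h at 30C before absorbance read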
# Pyk2 oligo antag: blocks oligomerization of human Pyk2 in cells; z-score (the deposit names both 25 µM and 10 µM); Q293 cells, Pyk2 FERM NanoBiT luminescence; hits give low values; Q14289; 99,000 tested, 0.83% active;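 active = Z-score of -3 or lower, scaled per plate to the spread of control and sample wells; inactive = z-score above -3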;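 note: negative z-score means lost luminescence so less FERM oligomerization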
# CYP2C19 inh: human CYP2C19 inhibition; 96,000 tested, 21% active; CYP2C19 Supersomes, luciferin-H EGE luminescence, 30 min; inhibition, % at 5 µM; P33261;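 active = CYP2C19 inhibition above a set limit at 5 µM in the primary screen, cut at about 50% in these data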;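 note: plate controls were negative control wells for no effect and 2.5 mM tranylcypromine positive control for full effect; values of inactives mirror those of a sister screen read the other way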
# E coli WT exp: growth inhibitors of E. coli BW25113 wild type; 98,000 tested, 0.15% active; growth inhibition, % at 100 µM; OD600 absorbance; AID 710;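 active = growth inhibition above about 50% at one test dose, limit read from the data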;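 note: growth measured after 20 h incubation at 37 °C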
# PLAP activator: activates human placental alkaline phosphatase; P05187; purified PLAP enzyme, luminescent substrate read-out; hits give high values; activation fold at 20 µM; 96,000 tested, 1.2% active; in the data active = activation fold above about 2
# CYP2C9 inh: blocks human cytochrome P450 2C9; inhibition, % at 5 µM; AID 777; P11712; CYP2C9 Supersomes, luciferin-H conversion, luminescence; 96,000 tested, 20% active;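 active = blocking of liver enzyme CYP2C9 beyond about 50% at 5 µM, limit read from the data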; note: values of inactives mirror those of a sister screen read the other way
# Starred values were filed as active, the others as inactive; · = not tested or not shown. Compounds were not picked by outcome; 31% or so of the library scored in one or more.
# The first 2 compounds, to show the layout:
cpd	mol	PostGolgi yeast	CYP2C9 activ	CYP2C19 inh	PLAP activator	EphB4 ephrin blk
1	Cc1ccc(OCCn2c(C3CC(=O)N(Cc4ccccc4)C3)nc3ccccc32)cc1 (stereo not drawn)	8	0.2	33	1.5	10
2	O=C(N/N=C\c1ccc(CN(Cc2ccc(Cl)cc2)S(=O)(=O)c2ccccc2)o1)C(=O)Nc1ccc(F)cc1	-6	0.2	82*	1.4	0

cpd	E coli WT exp	CYP2C19 activ	CYP2C9 inh	Pyk2 oligo antag
1	-1	0.7	84*	·
2	-2	0.2	76*	-0.55

# All compounds of this part (from the top)
cpd	mol	PostGolgi yeast	CYP2C9 activ	CYP2C19 inh	PLAP activator	EphB4 ephrin blk
1	Cc1ccc(OCCn2c(C3CC(=O)N(Cc4ccccc4)C3)nc3ccccc32)cc1 (stereo not drawn)	8	0.2	33	1.5	10
2	O=C(N/N=C\c1ccc(CN(Cc2ccc(Cl)cc2)S(=O)(=O)c2ccccc2)o1)C(=O)Nc1ccc(F)cc1	-6	0.2	82*	1.4	0
3	CCCc1cc(-c2[nH]ncc2-c2ccc3c(c2)OCCCO3)c(O)cc1OC	15	0	86*	·	3
4	COc1ccc(CCNC(=O)CCN2C(=O)C3CC=CCC3C2=O)cc1OC (stereo not drawn)	4	·	·	·	1
5	CN1CCN(S(=O)(=O)c2ccc(N(C)Cc3cccs3)nc2)CC1	-2	1.4	4	1.3	3
6	O=C(CSc1nnc(-c2ccco2)o1)NC(=O)C1COc2ccccc2O1 (stereo not drawn)	-10	1.9	61*	1.2	·
7	CCOc1ccccc1N1CSC2=C(C#N)C(c3c(OC)ccc4ccccc34)CC(=O)N2C1 (stereo not drawn)	12	0	75*	1.6	3
8	CCCc1ccc(S(=O)(=O)NCCc2ccncc2)cc1	7	0	99*	0.9	-2
9	CC(=O)Nc1cccc(NC(=O)CSc2ncc(-c3ccc(Cl)cc3)n2Cc2ccco2)c1	-4	0.6	48	1.8	-2
10	CCN(CC(=O)NC(=O)NC1CCCCC1)Cc1nc2ccccc2c(=O)[nH]1	-5	0.7	27	·	2

cpd	E coli WT exp	CYP2C19 activ	CYP2C9 inh	Pyk2 oligo antag
1	-1	0.7	84*	·
2	-2	0.2	76*	-0.55
3	13	0.1	100*	·
4	3	·	·	-0.84
5	5	1	-40	0.2
6	-7	0.4	-90	1.4
7	3	0.2	100*	·
8	6	0	98*	0.4
9	-8	0.5	42	-3.7*
10	9	0.7	33	0.61

# The list goes on:
cpd	mol	PostGolgi yeast	CYP2C9 activ	CYP2C19 inh	PLAP activator	EphB4 ephrin blk
11	OCCCCNCc1ccc(OCc2ccc(Cl)cc2)cc1	1	1.1	-4	1.4	2
12	N#Cc1ncc(C(F)(F)F)cc1Sc1ccc(N)cc1	-3	0.2	96*	0.8	16*
13	O=C(c1cc2c(s1)CCC2)N1CCN(c2ccccc2)CC1	-5	0.5	49	1.6	-1
14	Cc1nnc(-c2ccccc2)nc1N1CCOCC1	11	0.9	19	1	-5
15	CC1=C(n2nnc3ccccc32)C(c2ccccc2)C(C#N)=C(N)O1 (stereo not drawn)	-6	0.7	30	0.9	-1
16	Cc1ccc(C)c(NC(=O)Cn2nc(-c3ccccc3)nc2-c2ccccc2)c1	0	1.2	20	1.2	3
17	C=CCN1C(=O)CN=C1Nc1cc(C)cc(C)c1	9	0.8	28	1.5	-5
18	O=C(COC(=O)c1ccc(O)cc1)Nc1ccc(N2CCCCC2)cc1	-7	0.3	64*	0.9	3
19	O=C(CN(C1CCCCC1)S(=O)(=O)c1ccc(F)cc1)NCc1ccncc1	13	0.2	86*	1.2	6
20	CCOC(=O)N1CCc2c(sc3c2C(=O)NC(c2ccccc2)N3)C1 (stereo not drawn)	10	0.6	15	1.1	-2

cpd	E coli WT exp	CYP2C19 activ	CYP2C9 inh	Pyk2 oligo antag
11	4	1	-13	-0.32
12	5	0	81*	-0.91
13	-2	0.5	54*	-0.07
14	-2	0.8	9	0.83
15	6	0.7	26	-0.34
16	-5	0.8	-20	-0.42
17	-3	0.7	18	-0.33
18	-15	0.4	74*	-0.37
19	-3	0.1	83*	-0.32
20	0	0.8	39	-2

# Part of the list above, showing only CYP2C19 inh.
cpd	Structure	CYP2C19 inh
16	Cc1ccc(C)c(NC(=O)Cn2nc(-c3ccccc3)nc2-c2ccccc2)c1	20
17	C=CCN1C(=O)CN=C1Nc1cc(C)cc(C)c1	28
18	O=C(COC(=O)c1ccc(O)cc1)Nc1ccc(N2CCCCC2)cc1	64*
19	O=C(CN(C1CCCCC1)S(=O)(=O)c1ccc(F)cc1)NCc1ccncc1	86*
20	CCOC(=O)N1CCc2c(sc3c2C(=O)NC(c2ccccc2)N3)C1 (stereo not drawn)	15

# (next part)
cpd	mol	PostGolgi yeast	CYP2C9 activ	CYP2C19 inh	PLAP activator	EphB4 ephrin blk
21	COc1ccc(CN2CC(C(=O)NCCc3ccc(C)cc3)CC2=O)cc1 (stereo not drawn)	-4	0.7	39	1.1	0
22	Cc1nn(CC(=O)Nc2ccc(C(=O)N(C)C)cc2)c(=O)c2ccccc12	-6	1.1	-25	1	4
23	CC(=O)N1CCC(=NNS(=O)(=O)c2ccc(C)c([N+](=O)[O-])c2)CC1	-7	1.2	-4	0.9	5
24	CCOc1ccccc1C(=O)NCc1ccc2c(c1)OCO2	12	0.6	98*	0.7	1
25	O=S(=O)(NC1CCCCCCC1)c1cccs1	4	0.5	54*	0.9	-8
26	O=C(NCc1ccco1)C1OCCc2ccccc21 (stereo not drawn)	7	0.7	19	1.5	1
27	Cc1ccc(-n2nc3c(c2NC(=O)c2ccc(Br)o2)CSC3)c(C)c1	15	0.3	19	1.3	-5
28	CC1CCCCC1NS(=O)(=O)c1ccc(S(=O)(=O)NCc2ccncc2)cc1 (stereo not drawn)	-4	0	98*	1.1	3
29	CC(C)C1=C2CCCCC2NC(=O)N1 (stereo not drawn)	0	1.2	0	0.9	-9
30	CC1CCN(CCNC(=O)CN(C)S(=O)(=O)c2cccc3nsnc23)CC1	5	1	-12	1.2	-8

cpd	E coli WT exp	CYP2C19 activ	CYP2C9 inh	Pyk2 oligo antag
21	4	0.6	32	0.05
22	4	1.2	-15	-0.18
23	-1	1	-18	1.1
24	5	0	42	-0.6
25	-4	0.5	49	-0.5
26	8	0.8	29	0
27	1	0.8	67*	-0.55
28	5	0	100*	·
29	7	1	-24	0.82
30	6	1.1	-5	0.68

# Next compounds follow:
cpd	mol	PostGolgi yeast	CYP2C9 activ	CYP2C19 inh	PLAP activator	EphB4 ephrin blk
31	CCOc1ccc(C2CC(c3ccccc3C)n3ncnc3N2)cc1 (stereo not drawn)	12	1	64*	1.2	6
32	COC(=O)c1ccc(CSc2nnc(NC(=O)c3cc4c(s3)CCCC4)s2)cc1	-1	0.8	7	1.3	1
33	O=[N+]([O-])c1cc(C(F)(F)F)ccc1N/N=C/c1cc2ccccc2nc1Cl	44*	1	-5	1	-8
34	CC(=O)Nc1ccc(N2C(=O)C3C4CC(=O)C(c5ccccc54)C3C2=O)cc1 (stereo not drawn)	18	1.1	31	1	-3
35	Cc1ccccc1-c1nc2cc(Cl)ccc2o1	11	1.2	-19	1.1	-4
36	Cc1nn(C(=O)c2cccs2)c(C)c1CN1C(=O)c2ccccc2C1=O	-6	0.6	28	0.8	-6
37	CC(C)(C)c1ccc(C(=O)Nc2cnccn2)cc1	13	0.8	12	1	-3
38	CC(C)(C)n1nc2c(c1NC(=O)c1ccccc1F)CS(=O)C2 (stereo not drawn)	3	1	-19	0.9	-3
39	O=C(CSc1nc(C2CC2)nc2sc3c(c12)CCCC3)NCc1ccco1	-2	1	-15	0.8	·
40	Cc1ccc(Cn2nc(C)c(NC(=O)c3noc4c3CCCCC4)c2C)cc1	-5	0.6	33	1.4	·

cpd	E coli WT exp	CYP2C19 activ	CYP2C9 inh	Pyk2 oligo antag
31	3	0.4	3	·
32	-2	0.9	19	-1.1
33	-13	1	-1	·
34	4	0.7	-8	-0.03
35	8	1.2	-17	-0.44
36	2	0.7	39	1.3
37	-1	0.9	24	-0.17
38	2	1.2	-2	·
39	-14	1.1	-4	0.8
40	-4	0.7	37	-0.52

# (list continues)
cpd	mol	PostGolgi yeast	CYP2C9 activ	CYP2C19 inh	PLAP activator	EphB4 ephrin blk
41	Brc1c(CSc2nc3ccccc3o2)nc2ncccn12	4	1.3	64*	1	8
42	Cc1nc2c(n1C1CCCCC1)C(=O)c1ccccc1C2=O	6	0.4	81*	0.9	-3
43	Cc1cccc(C(=O)NNC2=C(C(=O)C(F)(F)F)CCC2)c1O	10	0.1	-11	2.3*	1
44	CCN1CCN(C(=O)c2c(-c3c(F)cccc3Cl)noc2C)CC1	-3	1.2	-5	1.2	-4
45	COc1ccccc1N1CCN(C(=O)c2nn(-c3ccccc3OC)c(=O)c3ccccc23)CC1	3	0.4	49	1.3	·
46	CC(C)C(C)NC(=O)CSc1nc2scc(-c3ccco3)c2c(=O)n1-c1ccccc1 (stereo not drawn)	-1	0.6	3	1.6	0
47	O=C(O)C1CCC(=O)N1C1CCCC1 (stereo not drawn)	2	1.1	0	0.9	·
48	CCN1C(=O)c2cccc3c(S(=O)(=O)NCc4ccco4)ccc1c23	1	·	·	·	9
49	NC(=O)C(c1ccccc1)C1CCCC1 (stereo not drawn)	3	1.1	16	1.2	-9
50	C=CCNC(=O)CCCCCNS(=O)(=O)c1ccc(OC)cc1	7	0.9	36	1.2	7

cpd	E coli WT exp	CYP2C19 activ	CYP2C9 inh	Pyk2 oligo antag
41	6	0.4	-31	1.7
42	0	0.2	55*	-0.35
43	5	1.1	94*	0.36
44	-10	1	-18	-0.53
45	0	0.5	58*	-1.7
46	-3	1	37	0.52
47	-4	1	-11	0.74
48	8	·	·	1.1
49	4	0.8	-6	0.4
50	6	0.6	11	0.86

# (further entries)
cpd	mol	PostGolgi yeast	CYP2C9 activ	CYP2C19 inh	PLAP activator	EphB4 ephrin blk
51	Cc1[nH]nc2c1-c1nc3ccccc3nc1C(C)(C)C2	3	0.6	68*	1.6	·
52	COC(=O)c1c(CCl)noc1C(=O)NCC1CCCO1 (stereo not drawn)	-4	1	5	1.1	-6
53	CCOC(=O)N1CCC(N2C(=O)c3cc(C(=O)NC4CCCCC4)ccc3C2O)CC1 (stereo not drawn)	-4	0.5	24	1.5	-1
54	COCCn1c(C23CC4CC(CC(C4)C2)C3)n[nH]c1=S	11	0.6	37	1.1	8
55	COc1cc(CNC2CCCC2)cc(OC)c1	1	0.6	71*	0.9	-3
56	O=C(CSCc1n[nH]c(=O)[nH]1)NCCOc1cccc(Oc2ccccc2)c1	1	0.7	24	1.9	1
57	CCOC(=O)C[n+]1c(C)sc2ccc(OC)cc21	14	0.7	5	1.4	6
58	Cn1nnnc1SCC(=O)N1c2ccccc2CCc2ccccc21	-2	0.9	29	0.9	5
59	CC(=O)Nc1nc(S(=O)(=O)c2ccc(C)cc2)c(Cl)s1	4	1	55*	1	-4
60	CCc1c(C)nc2ncnn2c1NCCc1ccccc1	0	0.6	64*	0.9	2

cpd	E coli WT exp	CYP2C19 activ	CYP2C9 inh	Pyk2 oligo antag
51	10	0.3	38	-0.57
52	-12	1	1	·
53	-5	0.8	48	·
54	3	0.6	39	0.69
55	-6	0.3	40	0.37
56	4	0.8	28	0.1
57	11	0.9	28	0.45
58	-3	0.7	12	0.03
59	2	0.4	-4	-1.8
60	-1	0.4	43	-1
